KLK7 zymogen act = proKLK7 (human) activation, primary screen; P49862; purified proKLK7, EDANS-DABCYL substrate fluorescence; 100% is mature enzyme control, 0% vehicle; activation, % at 7 µM; 0.9% of 370,000 active;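 active means activation above the mean of all tested compounds plus 3 SD, computed per campaign excluding outliers beyond control limits, cut at about 13% in these data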
FXN GAA850 act = increases GAA850 frataxin promoter reporter activity. activation, % at 6 µM. 0.56% of 360,000 active. HEK293 lucGAA850 FXN promoter luciferase reporter, 24 h; percent of 10 µM SAHA response. AID 540364;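 active means activation above the average of all compounds screened plus 3 SD, cutoff fixed separately per campaign, cut at about 7.5% in these data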;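 further: 0% = DMSO wells and 100% = 10 µM SAHA wells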
SMARCA2 act = SMARCA2 function activation, primary screen; MG213 cells, MMTV-luciferase reporter, dexamethasone, overnight; activation, % at 9.1 µM; 1% of 370,000 active; in the data active means activation above about 7.8%;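 further: 0% = vehicle wells and 100% = reference activator wells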
ssDAF-12 act = activates DAF-12 receptor from parasite S. stercoralis. HEK293 ssDAF-12/GRIP1 lit1-tk-luc reporter, luminescence; % of 3 µM dafachronic acid response. activation, % at 6.8 µM. 1% of 370,000 active;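 active means activation above the mean over all tested compounds plus 3 SD, cut at about 0.9% in these data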;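 further: 0% = DMSO-only wells and 100% = 3 µM delta7-dafachronic acid wells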
NPR2 activator = GC-B (human) receptor activation; 0.11% of 370,000 active; P20594; HEK293-GC-B cells, CNP EC30, cGMP TR-FRET; 0% at EC30 CNP, 100% saturating CNP; activation, % at 10 µM;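 active means activation at 10 µM reaching about 35% in either raw or pattern-adjusted values, limit read from the data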
NPR1 activator = GC-A (human) enzyme activation. 0.14% of 370,000 active. HEK293 GC-A cells, cGMP TR-FRET, EC30 ANP; 0% at EC30 ANP, 100% saturating ANP. activation, % at 10 µM; in the data active means activation above about 40%
DAX1 inh-1 = blocks DAX1 repression of SF-1 activated StAR promoter; HEK293T StAR-luciferase reporter, SF-1/DAX-1 repression relief; inhibition, % at 6.8 µM; 1.1% of 370,000 active; AID 652010;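 active means inhibition above the mean over all tested compounds plus 3 SD, cut at about 3.6% in these data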;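 further: 0% = DAX-1 cells with DMSO and 100% = cells lacking DAX-1 with DMSO; higher inhibition means more luminescence from relief of DAX-1 repression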
HGIII-sPLA2 inh = Inhibits HGIII-sPLA2 liposome hydrolysis, primary screen; Q9NZ20; inhibition, % at 12.2 µM; 0.56% of 370,000 active; QFRET BODIPY PC-A2 liposome hydrolysis, fluorescence; AID 743126;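 active means inhibition above mean plus 3 SD of compounds lying within the high and low control bounds, cut at about 19% in these data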;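 further: 0% = median of test compound wells and 100% = no enzyme DMSO wells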
hgDAF-12 ag = activates the H. glycines DAF-12 receptor ligand-binding domain; 1.8% of 370,000 active; activation, % at 6.8 µM; HEK293 GAL4-hgDAF12 UAS-luciferase reporter, agonist luminescence; normalized to butyrate control; AID 687014;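 active means activation above a cutoff set at the mean of all screened compounds plus 3 SD, cut at about 10% in these data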;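 further: 0% = DMSO wells and 100% = sodium butyrate wells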
DAX1 inh-2 = inhibits human nuclear receptor DAX1 | HEK293 Gal4-DAX1 luciferase reporter, luminescence | inhibition, % at 6.75 µM | 0.99% of 340,000 active | AID 504766;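 active means inhibition above the mean over all tested compounds plus 3 SD, cut at about 4.2% in these data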;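 further: 0% = DAX1-transfected cells with DMSO and 100% = empty-vector control cells with DMSO; inhibition shows as a rise in luminescence from relieved DAX1 repression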
hcDAF12 agonist = activators of H. contortus DAF-12 nuclear receptor. HEK293 hcDAF-12 lit1-tk-luc reporter, luminescence; 0% DMSO, 100% Δ7-dafachronic acid. activation, % at 6.8 µM. 1.4% of 370,000 active;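 active means activation above the mean of all tested compounds plus 3 SD, cut at about 5.5% in these data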;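 further: 100% = response to 3 µM Δ7-dafachronic acid high control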
An asterisk follows results filed as active; · = no result given.

Preview (two entries):
compound	KLK7 zymogen act	FXN GAA850 act	SMARCA2 act	ssDAF-12 act	NPR2 activator	NPR1 activator	DAX1 inh-1	HGIII-sPLA2 inh	hgDAF-12 ag	DAX1 inh-2	hcDAF12 agonist
CC(=O)n1c(C=Nc2ccccc2)c(O)c2ccccc21	-13	7.0	-1	-0.2	-6	3	-0.2	9	3.6	1.6	7.8*
COC(=O)c1ccc(NC(=S)NNC(=O)CC(C)C)cc1	-0.1	3.1	-4	-1.3	4	3	0.2	17	5.3	1.3	-1.7

All compounds of this part, from the first entry:
compound	KLK7 zymogen act	FXN GAA850 act	SMARCA2 act	ssDAF-12 act	NPR2 activator	NPR1 activator	DAX1 inh-1	HGIII-sPLA2 inh	hgDAF-12 ag	DAX1 inh-2	hcDAF12 agonist
CC(=O)n1c(C=Nc2ccccc2)c(O)c2ccccc21	-13	7.0	-1	-0.2	-6	3	-0.2	9	3.6	1.6	7.8*
COC(=O)c1ccc(NC(=S)NNC(=O)CC(C)C)cc1	-0.1	3.1	-4	-1.3	4	3	0.2	17	5.3	1.3	-1.7
CN(C)c1ccc(N=c2sc3ccccc3n2C)cc1	0.7	1.8	3	-1.4	-4	-4	-1.0	15	-1.6	-0.9	-2.5
Fc1cccc(F)c1/C=C/c1ccc2ccccc2n1	-0.2	8.0*	3	2.7*	-5	-1	5.7*	-3	20*	-1.0	23*
COc1ccc(Cn2nnnc2C(c2cccs2)N2CCCCCC2)cc1 (stereo unspecified)	-0.3	-1.8	-3	-0.3	-7	-7	-0.4	0	1.7	-0.4	-0.9
O=C(NCCOc1ccccc1F)c1cc(F)c(F)cc1Cl	-0.5	1.0	6	1.2*	0	2	3.7*	5	13*	1.3	4.9
CN(Cc1nc2ccccc2c(=O)[nH]1)C(=O)c1cccc(S(=O)(=O)N2CCCCCC2)c1	-0.2	1.2	-2	-1.3	2	-4	-2.7	12	-1.0	0.0	-0.8
COc1ccc(NC(=O)C2C3C=CC(C3)C2C(=O)NCc2ccco2)cc1 (stereo unspecified)	0.1	4.2	-3	-1.0	2	1	-0.2	4	0.5	1.9	0.1
CC1CN(S(=O)(=O)c2cccc(C(=O)N(C)C3CCCCC3)c2)CC(C)O1 (stereo unspecified)	-0.1	-0.1	-5	-1.6	1	0	-3.9	10	-4.3	-1.3	-0.6
CC(C)N1CCN(c2ccncc2S(=O)(=O)N2CCN(C)CC2)CC1	0.2	0.9	-2	-1.0	2	1	-0.6	8	-3.5	3.3	-0.7
CCOC(=O)[C@]12CCC=C1N(Cc1ccc3c(c1)OCO3)C(=O)[C@H](CC(=O)NCc1ccccc1)C2	-0.2	·	7	-0.8	-5	1	-0.7	-3	-1.5	·	-2.7
CCCCC(=O)Nc1cnc(NC(=O)c2cccs2)cc1C	0.3	0.9	1	0.4	4	1	2.2	0	12*	2.1	3.9
COc1ccc(S(=O)(=O)CCC(=O)O)cc1	-0.2	0.1	-1	-1.2	6	-4	0.2	3	1.3	0.3	-1.2
O=C(NCCCCc1ccccc1)C1CC(c2ccccc2C(F)(F)F)=NO1 (stereo unspecified)	-0.8	0.1	-1	-1.2	-1	1	-0.1	-19	0.7	0.7	-2.7
COC(=O)[C@H]1C[C@@]2(N3CCCCC3)c3ccccc3N(C(=O)OC(C)(C)C)[C@H]2N1C(=O)OC(C)(C)C	-0.2	·	3	-1.2	-22	-26	-0.7	15	-2.1	·	-0.6
O=C(NCCCN1CCOCC1)c1ccc2c(c1)N(Cc1cccc(Cl)c1)C(=O)CS2	0.2	3.0	0	-1.0	0	1	-0.7	-4	-2.4	0.8	-0.7
CCN(CC(=O)NCc1ccc(F)cc1)Cc1nc2cc(Cl)ccc2c(=O)[nH]1	0.4	1.2	0	-0.9	-1	-1	0.3	6	1.2	0.5	-1.7
COc1ccc(NC(=O)CCC(=O)c2cccs2)cc1Cl	-0.1	-0.3	3	-1.1	-2	1	-0.2	1	4.5	0.1	-1.7
COc1cc2c(cc1OC)C1=NC(=O)CN1C(SCc1ccccc1C)=N2	-1.6	1.0	-3	-2.0	-3	12	-1.4	-11	-4.8	-2.6	-1.3
COc1ccccc1C(=O)Nc1ccccc1C(=O)Nc1ccccc1	0.4	0.6	-1	-1.3	2	-3	-0.7	-6	-0.6	·	-2.3
Cn1c(CSc2ncccn2)nnc1SCC(=O)N1CCCCC1	0.0	1.1	-2	-0.6	2	5	0.4	-2	0.7	-0.2	-0.8
CCOC(=O)/C=C1/N(C)c2ccccc2C1(C)C	0.0	2.1	-4	-1.3	-2	1	0.7	3	-0.1	6.1*	-1.0
O=C(NCCc1ccccc1)c1cc(=O)c2ccccc2o1	0.3	1.4	1	0.1	-1	1	0.2	3	0.1	0.4	0.0
CN=c1scc(-c2cccs2)n1/N=C/c1ccc(O)c(O)c1O	-1.1	5.7	-1	0.1	2	11	3.4	15	14*	-0.8	6.1*

Pulled one by one from above (2):
compound	KLK7 zymogen act	FXN GAA850 act	SMARCA2 act	ssDAF-12 act	NPR2 activator	NPR1 activator	DAX1 inh-1	HGIII-sPLA2 inh	hgDAF-12 ag	DAX1 inh-2	hcDAF12 agonist
COC(=O)c1ccc(NC(=S)NNC(=O)CC(C)C)cc1	-0.1	3.1	-4	-1.3	4	3	0.2	17	5.3	1.3	-1.7
CC(=O)n1c(C=Nc2ccccc2)c(O)c2ccccc21	-13	7.0	-1	-0.2	-6	3	-0.2	9	3.6	1.6	7.8*

Bioassay records from PubChem BioAssay.
